LMP1 NFkB inh – Epstein-Barr LMP1 NF-kappaB reporter inhibition. LMP1-induced NF-kappaB luciferase reporter cells, luminescence. AID 504558. inhibition, % at 12.5 µM. hit rate 0.69% among 350,000; in the data active = inhibition above about 41%;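 note: 0% = neutral control wells and 100% = reference inhibitor control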
KKLEB tox – CF airway cell cytotoxicity counter-screen | hit rate 0.36% among 360,000 | AID 602141 | KKLEB CF airway cells viability, ATPlite luminescence, overnight; stronger effect = lower value; cells stimulated with P. aeruginosa culture filtrate | activity change (cytotoxicity), % at 5 µM;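 active = corrected activity change at or below -50% at 5 µM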
NCOA3 inh – inhibitors of human steroid receptor coactivator 3 (SRC3) | HEK293 GAL4-SRC3 luciferase reporter, luminescence | hit rate 0.17% among 360,000 | Q9Y6Q9 | AID 588352 | inhibition, % at 3.6 µM;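 active = inhibition above a per-campaign cutoff, the mean of all compounds plus 3 SD, cut at about 60% in these data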;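 note: 0% = DMSO-treated cells and 100% = gossypol-treated cells at 36 µM; higher means less SRC3-driven luciferase light from the GAL4 reporter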
TROY NFkB inh – TROY signaling inhibition; Q293 LMP1-TROYcd NF-kB luciferase reporter, 4 h; inhibition, % at 10 µM; hit rate 0.98% among 360,000; AID 1347056;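 active = compounds whose plate-normalised and pattern-corrected inhibition of the luciferase reporter signal at the single screening dose is 50% or more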
Shn3 inh set2 – inhibitors of Schnurri-3 3'UTR reporter in osteoblasts; Clone20 osteoblast Shn3 3'UTR firefly luciferase, 24 h; inhibition, % at 12.5 µM; hit rate 0.52% among 360,000;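 active = mean inhibition of at least 75% with every replicate also reaching 75%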;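 note: 0% = median of neutral control wells and 100% = pilot-screen positive control compound; some compounds past the cut are filed as inactive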
LRH-1 inv ag – inverse agonists of human LRH-1 (NR5A2); inhibition, % at 3.6 µM; hit rate 0.13% among 360,000; AID 602396; HEK293T StAR-luciferase reporter, LRH-1 transfected, 24 h; O00482;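 active = inhibition above the mean inhibition of all tested compounds plus 3 SD, cut at about 73% in these data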;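 note: 0% = DMSO wells and 100% = reporter-only cells lacking LRH-1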
Target sequence (O00482 whole entry, looked up): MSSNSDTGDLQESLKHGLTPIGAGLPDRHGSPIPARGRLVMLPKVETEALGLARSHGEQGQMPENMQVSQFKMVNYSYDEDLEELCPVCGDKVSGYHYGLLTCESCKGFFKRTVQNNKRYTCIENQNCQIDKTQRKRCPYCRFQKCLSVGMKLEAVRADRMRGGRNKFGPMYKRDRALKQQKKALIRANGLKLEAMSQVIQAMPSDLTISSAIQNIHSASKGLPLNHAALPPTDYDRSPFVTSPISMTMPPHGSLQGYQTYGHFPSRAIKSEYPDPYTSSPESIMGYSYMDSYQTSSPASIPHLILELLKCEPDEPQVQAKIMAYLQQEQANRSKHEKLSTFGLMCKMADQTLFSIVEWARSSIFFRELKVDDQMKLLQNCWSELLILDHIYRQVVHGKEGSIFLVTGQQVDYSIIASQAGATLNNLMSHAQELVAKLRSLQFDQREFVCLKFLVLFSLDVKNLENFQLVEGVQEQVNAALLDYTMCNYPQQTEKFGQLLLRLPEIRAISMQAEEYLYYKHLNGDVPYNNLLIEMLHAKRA
NCOA1 inh – inhibitors of human steroid receptor coactivator 1 (SRC1) | HEK293 GAL4-SRC1 luciferase reporter, luminescence | hit rate 0.12% among 360,000 | Q15788 | inhibition, % at 3.6 µM | AID 588354;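 active = inhibition above the campaign mean plus 3 SD, with each screening campaign given its own cutoff, cut at about 60% in these data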;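 note: 0% = DMSO treated cells and 100% = gossypol at 36 µM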
NR2F2 inh – inhibitors of human COUP-TFII (NR2F2); HEK293T NGFI-A luciferase reporter, luminescence; AID 686940; inhibition, % at 8.6 µM; hit rate 0.7% among 370,000;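 active = inhibition above a per-plate cutoff, mean inhibition of test wells between control levels plus 3 SD, cut at about 38% in these data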;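 note: cells cotransfected with COUP-TFII expression vector driving the NGFI-A reporter; 0% = median of COUP-TF2 test wells and 100% = reporter-only cells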
Target sequence (P24468 whole entry, looked up): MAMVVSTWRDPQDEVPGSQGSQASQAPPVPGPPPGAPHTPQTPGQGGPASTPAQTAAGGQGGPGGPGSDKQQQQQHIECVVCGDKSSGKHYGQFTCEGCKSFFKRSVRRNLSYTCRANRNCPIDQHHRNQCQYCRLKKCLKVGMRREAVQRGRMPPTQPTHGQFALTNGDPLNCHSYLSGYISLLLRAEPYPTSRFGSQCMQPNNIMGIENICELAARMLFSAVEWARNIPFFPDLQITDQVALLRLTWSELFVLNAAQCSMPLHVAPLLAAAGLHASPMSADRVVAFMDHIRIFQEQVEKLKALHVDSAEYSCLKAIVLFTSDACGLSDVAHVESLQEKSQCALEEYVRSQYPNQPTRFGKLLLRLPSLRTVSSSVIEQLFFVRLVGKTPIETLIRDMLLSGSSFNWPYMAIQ
TRAIL sens C8 – caspase-8 TRAIL sensitization; NB7+C8 cells + TRAIL, ATPlite viability luminescence; inhibition (viability loss, TRAIL sensitization), % at 10 µM; hit rate 1% among 360,000;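 active = compounds causing at least 50% loss of cell viability in the single-dose screen, relative to plate controls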
CF NFkB block – cystic fibrosis NF-kB activation inhibition | hit rate 0.86% among 360,000 | KKLEB NF-kB-GFP reporter, PAF-induced, GFP fluorescence overnight | inhibition, % at 5 µM;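 active = at least 50% inhibition at 5 µM, scaled per plate between neutral and stimulator controls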;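 note: PAF is a Pseudomonas aeruginosa culture filtrate used as stimulus; plate controls were PAF-stimulated DMSO wells for no effect and unstimulated DMSO wells for full effect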
TWEAK-Fn14 inh – blocks TWEAK-Fn14 interaction in a reporter cell assay; TWEAK-stimulated Fn14 reporter cells, luciferase luminescence, 8 h; inhibition, % at 10 µM; hit rate 2% among 360,000; in the data active = inhibition above about 50%
Starred values were filed as active, the others as inactive; / = no result given.

SMILES	LMP1 NFkB inh	KKLEB tox	NCOA3 inh	TROY NFkB inh	Shn3 inh set2	LRH-1 inv ag	NCOA1 inh	NR2F2 inh	TRAIL sens C8	CF NFkB block	TWEAK-Fn14 inh
CCOc1ccc(/C=C2\SC(=S)N(N3C(=O)C4CC4C3=O)C2=O)cc1 (stereo unspecified)	-3	10	4	-11	8	2	-18	7	32	-22	13
O=C(Nc1ccccn1)C1CCN(S(=O)(=O)c2cccc3nonc23)CC1	-2	-3	14	5	6	-4	-6	-24	14	6	-7
COC(=O)c1scc(S(=O)(=O)C(C)(C)C)c1-n1cccc1	1	12	9	-6	0	10	1	-4	6	2	-4
O=C(N/N=C/c1cccnc1)c1ccccc1Br	-3	3	-10	-13	2	10	5	12	-4	-17	-2
Fc1ccccc1N1CCN(C(c2ccnc3ccccc23)c2nnnn2-c2ccc3c(c2)OCCO3)CC1 (stereo unspecified)	/	/	/	29	/	14	/	-20	5	/	16
N/C(=N\c1nc(CSc2ccc(Cl)cc2)cc(=O)[nH]1)Nc1ccccc1C(F)(F)F	-1	-28	9	-17	57	6	4	0	34	21	-18
Cc1cccc(N2C(=O)C=CC2=O)c1	2	12	0	-17	38	3	-1	10	-9	-27	-3
O=C(O)c1cccc(NC2=C(n3nnc4ccccc43)C(=O)c3ccccc3C2=O)c1	0	-10	11	-34	-9	0	-26	-2	8	6	-3
O=c1sc2ccccc2c(N2CCN(c3ccccc3)CC2)c1[N+](=O)[O-]	0	7	18	3	12	-3	-30	0	-10	0	9
CN(CC(=O)N1CCCC1)S(=O)(=O)c1ccc(Cl)cc1	-5	-8	11	-11	-10	8	-28	-12	-3	4	-3
C[C@H](CO)N1C[C@H](C)[C@@H](CN(C)C(=O)Nc2ccc3c(c2)OCO3)Oc2ccc(NC(=O)Nc3ccc(C(F)(F)F)cc3)cc2C1=O	-10	8	-2	-31	9	-34	-8	-9	9	6	9
Cc1cc(C)nc(N/N=C/c2cc3c(cc2[N+](=O)[O-])OCO3)n1	1	0	6	-3	-4	4	-10	15	-4	-2	6
CCOC(=O)C1(Cc2ccccc2C)CCCN(C(=O)c2ccccn2)C1 (stereo unspecified)	-22	5	-12	-25	-7	-8	-23	6	2	-5	-22
CC(=O)c1cccc(CN2CCc3ccc(NC(=O)C4CCCO4)cc3C2)c1 (stereo unspecified)	3	-5	-11	-6	2	4	10	-1	-4	-15	2
COc1ccccc1C1=NOC(COC(=O)c2ccc3ccccc3n2)C1 (stereo unspecified)	2	6	-9	-13	0	0	-9	-23	3	-5	-3
O=C(COC(=O)c1cc[n+]([O-])cc1)NCC12CC3CC(CC(C3)C1)C2	3	-1	-46	8	-29	2	0	-8	-4	5	-4
CC1CCN(C(=O)COC(=O)c2cc(=O)[nH]c3ccccc23)CC1	-19	9	-52	-58	-99	-97	-71	-26	3	-15	-1
Cc1ccc(C(=O)n2cnnc2N)cc1	-1	10	-18	35	9	-3	-3	6	0	8	13
CCOC(=O)C1=C(C)NC(C)=C(C(=O)OCC)C1C(=O)OCC(=O)NC(C)c1ccccc1 (stereo unspecified)	-1	8	11	14	5	-5	-11	-5	14	6	0
COc1ccc(/C=C2\SC(N3CCc4ccccc4C3)=NC2=O)cc1OC	-8	-12	-11	7	-12	7	-20	0	-9	12	-1
COc1ccc(S(=O)(=O)N2CCN(Cc3ccccc3OC)CC2)cc1	-7	-8	6	-17	-21	1	-14	-7	-8	0	-5
CCNC(=O)CC1S/C(=N/N=C(\C)c2ccccc2)NC1=O (stereo unspecified)	-3	0	12	-16	16	-7	14	12	-4	-3	-17
COC(C(=O)N/N=C(\C)c1ccc(O)cc1)c1ccccc1 (stereo unspecified)	-2	8	-24	-9	2	3	-21	-36	-1	-1	3
CC1CN(C(=O)c2ccccc2Oc2ccccc2)CC(C)O1 (stereo unspecified)	7	-12	-3	-6	2	-12	-13	2	-3	12	-6
COCCOc1cc(-n2ccnc2SC)c(Cl)cc1Cl	9	-11	24	-9	18	-10	-1	7	0	14	21

Next section.
SMILES	LMP1 NFkB inh	KKLEB tox	NCOA3 inh	TROY NFkB inh	Shn3 inh set2	LRH-1 inv ag	NCOA1 inh	NR2F2 inh	TRAIL sens C8	CF NFkB block	TWEAK-Fn14 inh
Cc1ccc(C(=O)Nc2nnc(C3CCCCC3)s2)o1	-8	4	-80	-42	-60	-139	-89	-48	34	-3	17
Clc1ccccc1-c1nnc2sc(-c3ccc4c(c3)OCO4)nn12	5	-37	-39	-10	-31	28	-28	-16	5	0	-23
CC(C)(C)CC(C)(C)N=C1Nc2cc(Cl)c(Cl)cc2NC12C[C@H]1CCC(=O)N3CC[C@@H](C2)[C@@H]13 (stereo partly specified)	-4	-15	21	4	31	4	-31	27	8	19	14
OCCCn1c(C(CO)Nc2nc(-c3ccc(Cl)cc3)cs2)nc2ccccc21 (stereo unspecified)	8	0	-6	-17	7	2	2	1	-7	-8	-2
CCCn1c(N)c(N2CCCCC2)c(=O)n(CC(=O)Nc2cccc(S(=O)(=O)N(C)C)c2)c1=O	2	10	8	11	16	-16	-5	-2	2	-1	-5
CSCCC(NC(=O)c1ccccc1Br)C(=O)NCc1ccc(F)cc1 (stereo unspecified)	-7	-7	16	-3	-8	-4	-21	-14	-12	17	12
COc1ccc(C(=O)NC(C)c2ccccc2)cc1Br (stereo unspecified)	-4	1	-35	4	5	7	-2	7	5	11	7
COc1ccc(NC(=O)CSc2nnc(-c3ccc(F)cc3)o2)cn1	1	-2	-26	1	-36	-60	-63	-23	-6	5	-9
CCOC(=O)C(=O)c1c(C)cc2ccccn12	-18	6	7	-32	-6	-4	-23	-8	-4	-14	-24
COc1cc(CCC(=O)NCc2ccc3c(c2)OCO3)cc(OC)c1OC	5	-4	-5	8	-19	3	1	-8	7	1	-6
O=C(Nc1c(C(=O)c2ccccc2)oc2ccccc12)c1cc(-c2ccccc2O)n[nH]1	7	-2	-2	9	1	-10	-19	-1	5	-2	5
Cc1cc(C)cc(NC(=O)N2CCN(Cc3ccc4c(c3)OCO4)CC2)c1	-5	-14	25	7	6	9	-17	-11	15	1	5
C=CCN1C(=O)c2ccc(C(=O)N(CC)CC(=O)Nc3c(F)cccc3F)cc2C1=O	1	-11	-8	-7	2	-21	-5	6	-12	21	10
CC(CNC(=O)c1ccccc1Cl)c1ccccc1 (stereo unspecified)	-11	4	-48	-30	-43	-56	-42	2	13	9	-15
CCOC(=O)c1c(NC(=S)NC(C)=O)sc(C)c1C	5	-1	26	-1	-9	10	6	5	-21	-1	16
CC(CC(=O)N1CCN(C(=O)c2ccccc2)CC1)c1ccccc1 (stereo unspecified)	1	4	6	8	20	6	24	-17	-10	0	-10
NC(=O)C1CCN(C(=O)CSc2ccsc2[N+](=O)[O-])CC1	12	-12	11	-6	-1	-20	10	6	5	8	1
CCOCCCNC(=O)c1cc(C)nn1-c1ccccc1	-1	12	5	3	7	16	-12	11	2	14	-23
CCCNC(=O)N1CCCC(C(N)=O)C1 (stereo unspecified)	-5	2	6	16	12	6	1	2	7	-5	-9
Cc1ccccc1N(CC(=O)NCc1ccccc1)C(=O)CCC(=O)Nc1nccs1	6	2	7	11	4	6	2	7	11	-7	-6
CC1Cc2ccccc2N1CC(=O)N(C)c1c(N)n(Cc2ccccc2)c(=O)[nH]c1=O (stereo unspecified)	-7	-3	-14	6	-14	-4	7	7	-5	11	13
Cc1nonc1NC(=O)OCCN1CCOC1=O	2	4	8	16	-5	-1	-14	/	-3	-2	-26
CC(=O)c1c(C)n(C)c2ccc(O)cc12	3	-19	21	-15	4	-8	-2	12	-2	-1	20
O=C(Cc1ccccc1Cl)Nc1cccnc1	0	-18	17	1	8	-1	-18	-7	-7	29	-1
O=C(Nc1ncn[nH]1)c1ccc(Cl)c(Cl)c1	0	16	22	18	3	-2	-40	2	-10	-13	-6

Next entries:
SMILES	LMP1 NFkB inh	KKLEB tox	NCOA3 inh	TROY NFkB inh	Shn3 inh set2	LRH-1 inv ag	NCOA1 inh	NR2F2 inh	TRAIL sens C8	CF NFkB block	TWEAK-Fn14 inh
COc1ccc(OC)c(NC(=O)c2cc(-c3cc(Cl)ccc3O)n[nH]2)c1	-28	5	17	51*	28	-6	-15	-7	51*	22	55*
Oc1ccccc1CN1CCN(C(c2ccccc2)c2ccccc2)CC1	-3	-5	0	9	10	-4	15	9	-15	27	19
COc1cccc(N2CCN(C(=O)c3ccc(Cl)c(NC4=NC5CS(=O)(=O)CC5S4)c3)CC2)c1 (stereo unspecified)	-3	13	6	24	-34	-4	2	-5	7	-10	-2
COc1cc(/C=C2/CCCC(C(=O)C(F)(F)F)=C2O)ccc1O	-1	-4	18	-9	-30	0	0	20	-9	19	10
O=C(NCC(=O)N1CCCCC1)c1sc2ccccc2c1Cl	-16	12	-52	-65	-110	-66	-93	-71	3	-10	3
O=C(NNS(=O)(=O)c1ccc(Cl)cc1)c1cc(-c2ccccc2)n[nH]1	-3	20	13	1	-2	-8	-4	1	-6	-14	9
COC(=O)CCC(=O)Nc1ccc(NC(=O)CCC(=O)OC)cc1	6	1	9	5	3	-7	-28	-13	6	3	-1
Cc1cc([N+](=O)[O-])ccc1NC(=O)CSc1nnc(C)n1C	-6	6	-14	-22	1	55	15	15	-9	-8	58*
Nc1c(N(CCC2=CCCCC2)C(=O)CCCOc2ccccc2)c(=O)[nH]c(=O)n1Cc1ccccc1	0	-4	2	-3	25	-5	-4	16	-7	6	16
COc1ccc(/C=C/C(=O)OCC(=O)NCCC2=CCCCC2)cc1OC	-3	-15	-3	3	-1	-8	-24	0	-3	-6	1
C/C(=C\c1ccccc1)C(=O)N1CCN(c2cccc(C(F)(F)F)c2)CC1	-3	9	13	9	-1	-3	-13	-5	-2	9	11
CC1CCN(CC(=O)Nc2cccc(C(=O)Nc3cccc(C(F)(F)F)c3)c2)CC1	-5	0	4	5	78	-17	8	19	7	-23	-2
CCN1C(=O)/C(=C\c2ccc(-c3ccc([N+](=O)[O-])cc3OC)o2)SC1=Nc1cccc(C(=O)O)c1	-14	-2	7	-21	-28	-8	1	6	-1	2	-17
COc1ccc(Cc2c(-c3ccc(C#N)cc3)nc3c(Cl)cc(C(F)(F)F)cn23)c(C)c1	/	/	/	-15	/	-4	/	4	-11	/	-2
COc1cccc(N2CC(C(=O)Nc3nnc(SCC(=O)Nc4ccc(NC(C)=O)cc4)s3)CC2=O)c1 (stereo unspecified)	-2	4	-1	21	3	3	-16	5	-17	1	0
Cn1c(CC(=O)Nc2ccccc2F)nnc1SCC(=O)Nc1ccccc1Br	-7	1	-3	-1	0	3	1	13	3	-9	-4
CN(CCOc1ccccc1)CCOc1ccccc1	5	12	-3	-16	-26	12	2	-16	4	-18	3
Cc1ccc(CN2CC(N3CCN(C4CCN(C)CC4)CC3)CS2(=O)=O)cc1 (stereo unspecified)	/	7	-22	3	-2	7	2	8	10	-26	-10
Cc1ccc(SCCNC(=O)c2ccc(C)c([N+](=O)[O-])c2)cc1	-1	-38	10	15	-17	-20	5	2	30	6	3

A portion of the library; rates above refer to the full screens.
